Bioassay records from PubChem BioAssay.
14-3-3g Raf: modulators of human 14-3-3 gamma - Raf peptide interaction; P61981; AID 422; inhibition, % at 40 µM; 0.19% of 160,000 active; FP, 14-3-3gamma / TMR-pS259-Raf peptide binding; in the data active means inhibition above about 30%;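 further: 0% = protein plus tracer without compound and 100% = blank with tracer alone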
Target sequence (P61981 whole entry, looked up): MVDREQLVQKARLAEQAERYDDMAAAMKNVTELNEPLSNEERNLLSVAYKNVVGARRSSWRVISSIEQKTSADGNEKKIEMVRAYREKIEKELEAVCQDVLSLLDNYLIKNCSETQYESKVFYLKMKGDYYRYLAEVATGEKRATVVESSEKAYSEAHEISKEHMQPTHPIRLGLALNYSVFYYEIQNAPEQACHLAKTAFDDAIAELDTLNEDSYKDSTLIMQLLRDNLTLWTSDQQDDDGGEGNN
Numbers without * were called inactive; & = joins results of further samples; ! = not confirmed by another sample. The list is partial. The share of hits here may be higher or lower than overall.

Molecule	14-3-3g Raf
O=C1CN(C(=O)CN2CCOCC2)C(c2ccccc2)c2cc(Br)ccc2N1 (configuration not stated)	-2
CCn1c(=O)cc(SCC(=O)NCc2ccc3c(c2)OCO3)c2ccccc21	1
COc1cc(C)c(NC(=O)c2cc3ccccc3o2)cc1C(C)C	6
O=C(c1ccccc1)n1c(=S)nc2ccccn21	6&7
C=C(C)CSc1nnc(CCNC(=O)OC(C)(C)C)o1	-9
COc1ccc(C(C)=O)cc1COC(=O)c1cnc(C)cn1	-14
Cc1cc(C)n(C(CC(=O)O)C(=O)O)n1 (configuration not stated)	1
COc1ccccc1C1/C(=C(\O)c2ccccc2)C(=O)C(=O)N1Cc1cccnc1 (configuration not stated)	7
CCOC(=O)c1c(N=c2oc3c(OC)cccc3cc2C(N)=O)sc2c1CCCC2	-7
CCCCN1C(=O)c2c(Oc3ccc(C)cc3)cc([N+](=O)[O-])cc2Oc2ccccc21	-23
CCCCN(Cc1ccccc1)S(=O)(=O)c1ccc2c(c1)CCN2C(=O)C1CC1	-2
O=[N+]([O-])c1ccc(C=Nc2ccc(O)c(-c3nc4ccccc4s3)c2)cc1	-70
O=C(Nc1ccc(Br)cc1)C1C2C=CC3(O2)C1C(=O)N(Cc1cccs1)C3C(=O)NC1CCCCC1 (configuration not stated)	3
CC1Cc2ccccc2N1C(=O)c1cc2c(=O)n3ccccc3nc2n1C (configuration not stated)	-1
Cc1ccc2nc3c(cc(C(=O)NCC4CCCO4)c(=N)n3C3CCCC3)c(=O)n2c1 (configuration not stated)	-10
COc1cc(Nc2ccc(C(=O)O)cc2[N+](=O)[O-])cc(OC)c1	-6
CC(=O)N1c2c(cc(Br)cc2S(=O)(=O)N2CC=C(c3ccccc3)CC2)CC1C (configuration not stated)	-8
CC(C)(C)C(=O)c1no[n+]([O-])c1C(=O)C(C)(C)C	-20
Cc1ccc(-n2c(SC(C)C)nc3c(c2=O)SCC3)cc1	-19
CCC(=O)N1CCc2cc(S(=O)(=O)NCCN(C)Cc3ccccc3)ccc21	3
O=[N+]([O-])c1ccccc1C=CC=Nc1ccc2oc(-c3cccc(Cl)c3)nc2c1	7
Cc1ccc(-c2cn(S(=O)(=O)c3cccc4nsnc34)nc2N)cc1	4
COc1ccc(CNc2cc(C)nc3ncnn23)c(OC)c1	-10
CCOC(=O)C(NC(=O)c1cccc(F)c1)(Nc1sc2c(c1C(N)=O)CCCC2)C(F)(F)F (configuration not stated)	-19
O=[N+]([O-])c1ccc(SCCOc2nonc2-c2ccccc2)cc1N1CCCCC1	-5
Brc1ccc(-c2nc(-c3ccccn3)no2)cc1	-5
COc1ccc(N2C(=O)C3ON(C4SC(=S)N(C)C4(C)C)C(c4ccc([N+](=O)[O-])cc4)C3C2=O)cc1 (configuration not stated)	-3
CC1CCN(C(=O)c2ccc3c(c2)OCCO3)CC1	-7
C=C1c2ccccc2NC(=O)N1c1cccc(Cl)c1	0
Cc1cc(/C=C(/C#N)c2cccc(F)c2)c(C)n1-c1cccnc1	-7
COc1cc(C2C(C(=O)N3CCOCC3)=C(C)NC3=C2C(=O)CC(C)(C)C3)cc(Br)c1OC (configuration not stated)	-4
CCn1nc(NC(=O)c2ccncc2)c2cc3cccc(C)c3nc21	-7
COc1ccc(C(=O)N2CCN(S(=O)(=O)c3ccc(NC(C)=O)cc3)CC2)cc1OC	0
O=c1[nH]c2ccc(S(=O)(=O)N3CCN(c4ccc(F)cc4)CC3)cc2[nH]c1=O	-8
Cc1cc(NC(=O)CSc2nc3c(c(=O)n2-c2ccccc2)SC(C)C3)no1 (configuration not stated)	0
CC1=C(C(=O)OCc2ccccc2)C(c2ccc(Cl)cc2)C2=C(CC(c3cccs3)CC2=O)N1 (configuration not stated)	-11
O=C(CSc1n[nH]c(-c2ccncc2)n1)Nc1ccccn1	0
COc1ccc(C(=O)OC(c2ccccc2)c2nccc3ccccc23)cc1 (configuration not stated)	1
O=C(CCCl)NCC1OCCc2ccccc21 (configuration not stated)	3
Cc1cc(-c2ccco2)n(CC(=O)O)n1	-3
Cn1c(CN2CCOCC2)nc2cc(NC(=O)c3ccc(F)cc3)ccc21	0
CCOC(=O)N1CCN(c2nc(N(c3ccccc3)c3ccccc3)nc(-n3ccnc3)n2)CC1	-5
O=C(c1ccc(Cl)cc1)c1ccccc1C(=O)N1CCOCC1	-6
COc1ccc(-n2nc(C(=O)O)c3ccccc3c2=O)cc1Cl	-1
O=C1NC(c2ccncc2)Nc2sc3c(c21)CCCC3 (configuration not stated)	-3&-12
C=C(C)Cn1c(-c2ccc(N(C)C)cc2)nc2ccccc21	-2
CC(=O)Nc1ccc(N2C(=O)c3cc([N+](=O)[O-])cc4cc([N+](=O)[O-])cc(c34)C2=O)cc1	-209
CCCOC(=O)c1ccc(NC(=O)c2ccc(OC)cc2)cc1	-4
O=C(Nc1ccccc1Br)c1cc(S(=O)(=O)N2CCN(c3ccccc3F)CC2)ccc1F	2
COc1ccccc1CNC(=O)C(NC(=O)C1CCCCC1)C(C)C (configuration not stated)	-8
O=C(c1csc2ccccc12)N1CCCCCC1	4
c1ccc2c(c1)Cn1nnnc1-2	3
O=C(O)c1cccc(Nc2cc(N3CCCCC3)c3noc4c3c2C(=O)c2ccccc2-4)c1	-319
CSc1nnc2c3c4c(sc3nc(-n3nc(C)cc3C)n12)COC(C)(C)C4	-4
Cc1ccccc1CS(=O)(=O)Cc1ccc(C(=O)NC2CC2)o1	-1
Cc1cc2c(cc1C)C(c1cc3c(cc1[N+](=O)[O-])OCO3)CC(=O)N2 (configuration not stated)	-5
CCOC(=O)Cc1cc(=O)n2[nH]c(C)cc2n1	-9
CC(=O)N1c2c(cc(Br)cc2S(=O)(=O)N2CCN(c3ccc(C)cc3)C(C)C2)CC1C (configuration not stated)	-13
Cc1ccc2c(N)c(C(=O)O)sc2n1	-27
O=c1c2ccccc2c2ccccc2c(=O)n1Cc1cccnc1	-3

Next structures
SMILES,14-3-3g Raf
CCSc1nc(O)c(CC)c(=O)n1C(C)CC (configuration not stated),-3
Cc1ccc(S(=O)(=O)NCCCCCC(=O)NC(C)(C)CO)cc1,-7
CN(c1ccc(Br)cc1)S(=O)(=O)c1cnc[nH]1,-3
CCc1ccc(-n2c(N)c(C(N)=O)sc2=S)cc1,-1
CCOC(=O)c1sc(Nc2nc3c(OC)cccc3s2)nc1C,5
CCCCSc1nc2c([nH]c3ccccc32)c(=O)n1-c1ccc(F)cc1,7
Cc1ccc2c(c1)C(=O)N(CC(=O)O)C2=O,0
COc1ccccc1NC(=O)c1ccc(C)cc1,1
Cc1nnc2n1N=C(c1ccc(Cl)cc1)CS2,-7
COc1ccc(CNC(=O)c2ccc(=O)oc2)cc1OC,5
O=C1CC(c2ccc(F)c(Br)c2)C2=C(CCCC2=O)N1 (configuration not stated),-5
COC(=O)Cn1c(C)cc2ccccc2c1=O,-2
Cc1cc(C)cc(-n2c(=O)c3ccccc3n(Cc3ccccc3F)c2=O)c1,6
CCOc1ccc(C2NC(=O)c3c(sc4c3CCN(C)C4)N2)c(O)c1 (configuration not stated),-45
COc1ccc(OC)c(NC(=O)CCS(=O)(=O)c2ccc(Br)cc2)c1,2
Cc1ccc(N2C(=O)CSC2c2ccc([N+](=O)[O-])cc2)c(Br)c1 (configuration not stated),-4
Cc1cccc(C)c1NC(=O)Cn1cc(C(=O)C(F)(F)F)c2ccccc21,7
O=C(CCCn1c(=S)[nH]c2ccc(Br)cc2c1=O)NCCc1ccccc1,-1
CC(C)Sc1nc(N2CCCCC2)c2c(c1C#N)CCCC2,-6
O=c1oc2ccccc2cc1-c1cn2cc(Cc3cccc(Cl)c3)sc2n1,-18
CCOC(=O)c1c(NC(=O)c2cccc(Cl)c2)sc(C(=O)Nc2ccccc2C(F)(F)F)c1C,1
Cc1nn(-c2ccc(F)cc2)c2sc(C(=O)N3CCCCCC3)cc12,-1
CCOC(=O)c1ccccc1Nc1cc(C)nc2nc(C)nn12,0
CCCn1c(SCC(=O)Nc2nc3c(s2)CCCC3)nc2c1c(=O)n(C)c(=O)n2C,-4
O=C(C1CCN(S(=O)(=O)c2cccnc2)CC1)N1CCc2ccccc2C1,4
CC(CCc1ccccc1)NC(=O)Cc1c(C(=O)O)[nH]c2ccc(Cl)cc12 (configuration not stated),-3
COc1ccc(C(=O)N2CCC(n3c(C)nc4cc(F)ccc43)CC2)cc1OC,-10
CCOc1cc2[nH]c(=O)n(CCN3CCOCC3)c(=O)c2cc1OCC,-5
O=C(CNC(=O)c1cc2ccccc2o1)NCc1cccs1,-9
COc1ccc(C(=O)Oc2c(Sc3ccccc3)c(C)nn2C(C)(C)C)cc1,-11

The list goes on; it opens with the two that closed the last part.
SMILES,14-3-3g Raf
O=C(CNC(=O)c1cc2ccccc2o1)NCc1cccs1,-9
COc1ccc(C(=O)Oc2c(Sc3ccccc3)c(C)nn2C(C)(C)C)cc1,-11
COc1ccc(N2CCN(CC(O)COc3ccc(F)cc3)CC2)cc1 (configuration not stated),-10
CCn1cc(C(=O)Nc2ccc(-n3cnnn3)c(OC)c2)c(=O)c2ccc(C)nc21,-12
Cc1cc(/C=c2/sc3nc4ccccc4n3c2=O)c(C)n1-c1ccccn1,-22
COc1ccc(CCNC(=O)CCCn2c(SCC#N)nc3ccccc3c2=O)cc1OC,-4
COC(=O)c1c(C)oc2ccc(NS(=O)(=O)c3cccc([N+](=O)[O-])c3)cc12,-7
O=C(NCC12CC3CC(CC(C3)C1)C2)c1ccc2ccccc2n1,2
O=C(Nc1ccc(F)cc1F)c1cccnc1,0
Fc1ccc(-n2cc(-c3ccc(Cl)cc3)[nH]c2=S)cc1,1
O=C(NCc1cccnc1)c1noc2c1CCCCC2,2&-3
Cc1ccc(C(O)c2nc3ccccc3n2C(C)C)cc1 (configuration not stated),6

Rewritten with values ahead of the structure: 17 of the compounds above
14-3-3g Raf	smiles
-4	CCCn1c(SCC(=O)Nc2nc3c(s2)CCCC3)nc2c1c(=O)n(C)c(=O)n2C
4	O=C(C1CCN(S(=O)(=O)c2cccnc2)CC1)N1CCc2ccccc2C1
-3	CC(CCc1ccccc1)NC(=O)Cc1c(C(=O)O)[nH]c2ccc(Cl)cc12 (configuration not stated)
-10	COc1ccc(C(=O)N2CCC(n3c(C)nc4cc(F)ccc43)CC2)cc1OC
-5	CCOc1cc2[nH]c(=O)n(CCN3CCOCC3)c(=O)c2cc1OCC
-9	O=C(CNC(=O)c1cc2ccccc2o1)NCc1cccs1
-11	COc1ccc(C(=O)Oc2c(Sc3ccccc3)c(C)nn2C(C)(C)C)cc1
-10	COc1ccc(N2CCN(CC(O)COc3ccc(F)cc3)CC2)cc1 (configuration not stated)
-12	CCn1cc(C(=O)Nc2ccc(-n3cnnn3)c(OC)c2)c(=O)c2ccc(C)nc21
-22	Cc1cc(/C=c2/sc3nc4ccccc4n3c2=O)c(C)n1-c1ccccn1
-4	COc1ccc(CCNC(=O)CCCn2c(SCC#N)nc3ccccc3c2=O)cc1OC
-7	COC(=O)c1c(C)oc2ccc(NS(=O)(=O)c3cccc([N+](=O)[O-])c3)cc12
2	O=C(NCC12CC3CC(CC(C3)C1)C2)c1ccc2ccccc2n1
0	O=C(Nc1ccc(F)cc1F)c1cccnc1
1	Fc1ccc(-n2cc(-c3ccc(Cl)cc3)[nH]c2=S)cc1
2&-3	O=C(NCc1cccnc1)c1noc2c1CCCCC2
6	Cc1ccc(C(O)c2nc3ccccc3n2C(C)C)cc1 (configuration not stated)

Next part
SMILES,14-3-3g Raf
Cc1cc(=O)c2c(C)nn(-c3ccccc3)c2[nH]1,-18
CC1CC(C)CN(S(=O)(=O)c2ccc(C(=O)Nc3nnc(C4CC4)o3)cc2)C1 (configuration not stated),-6
CCOC(=O)c1c(NC(=O)c2ccc(I)cc2)sc2c1CCC2,-7
CC(=O)c1ccc2cccc3c2c1N=CN3C,-10
CS(=O)(=O)N(CCc1ccccc1)CC(=O)N1CCN(Cc2ccc3c(c2)OCO3)CC1,-6
C=CCn1c(N)cc(=O)nc1SCC(=O)Nc1ccccc1,-9
CC(CCc1ccccc1)NCc1ccncc1 (configuration not stated),8
Oc1ccc(-c2nnc(N3CCOCC3)c3ccccc23)cc1,-6
Cc1ccc(C2CC(=O)C3=C(C2)Nc2ccccc2NC3c2cccnc2)cc1 (configuration not stated),-7
CSc1nnc2c(n1)OC(C1CC=C(C)CC1)Nc1ccccc1-2 (configuration not stated),37*!
COc1ccc2c(=O)c(N3C(=O)c4ccccc4C3=O)c(C)oc2c1,0
CCOc1cc(-c2ccc(O)c(OC)c2)cc(=O)c2c(C)oc(C)c12,5
CCOC(=O)C1=C(C)NC2=C(C(=O)C(C(=O)OCC)C(c3ccccc3OC)C2)C1c1sccc1C (configuration not stated),5
CCCCCn1c(=S)[nH]c2cc(OCC)c(OCC)cc2c1=O,-7
O=[N+]([O-])c1cccc(C=Nc2ccc3oc(-c4cccc5ccccc45)nc3c2)c1,-11
Cc1noc(C)c1S(=O)(=O)N1CCC(C(=O)N2CCN(c3ccccn3)CC2)CC1,0
O=C(N1CCc2ccccc21)C1(S(=O)(=O)c2ccc(Cl)cc2)CC1,-10
C=CCOc1ccc(C2N3CC4(CC)CN2CC(CC)(C3)C4=O)cc1 (configuration not stated),-6&-7
CCOc1ccc(-c2cn(CCC#N)cn2)cc1,-41
Cc1c(NC(=O)c2cccnc2)cccc1-c1nc2ccccc2o1,-45
CCCN(CCC)Cc1c(C(=O)OCC)nnn1-c1nonc1N,-9
O=C(NCCc1ccc2c(c1)OCO2)C1CCN(S(=O)(=O)c2ccc(Cl)cc2)CC1,12
O=C(CCCCCn1c(=S)[nH]c2ccccc2c1=O)N1CCOCC1,-5
CCC(C)OC(=O)C1=C(C)NC2=C(C(=O)CC(c3ccc(Cl)cc3)C2)C1c1cccc(O)c1 (configuration not stated),0
NC(=O)c1nc(N2CCOCC2)nc(N2CCOCC2)n1,2
O=C(Nc1ccc2ccccc2c1)c1cnccn1,-78
COc1ccc2cc3cc(C(=O)NCCCN4CCOCC4)oc3nc2c1,-10&13
COC(=O)C1=CN(CC2CCCO2)C=C(C(=O)OC)C1c1ccc(C(F)(F)F)cc1 (configuration not stated),2
CCCCCn1c(=O)[nH]c2cc(C(=O)NCC3CCCO3)ccc2c1=O (configuration not stated),1
O=C(c1ccco1)N(CCCN1CCOCC1)c1nc(-c2ccc(F)cc2)cs1,-6
